Assay outcomes from PubChem.
MITF TRPM1 HTS = activators of MITF-driven TRPM1 promoter reporter, primary screen, cell-based, SK-MEL-5, luciferase, single point; hit rate 0.75% among 300,000; activation, % at 12.5 µM; AID 588334, 2011; SK-MEL-5 TRPM1-promoter luciferase, 24 h; % of positive control, neutral wells = 0;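 active = mean activation of at least 80% with every replicate also reaching 80%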;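 note: 0% = neutral control wells and 100% = parthenolide positive control wells; values of inactives mirror those of a sister screen read the other way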
PvdQ inh = P. aeruginosa PvdQ acylase inhibitors, primary screen, biochemical, fluorescence, plate reader and imaging, single point; PvdQ acylase [Pseudomonas aeruginosa LESB58]; purified PvdQ acylase; inhibition, % at 10 µM; hit rate 0.063% among 340,000; in the data active = inhibition above about 30%, passing the limit was not always enough;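 note: 0% = vehicle neutral wells and 100% = reference inhibitor wells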
CDK5 p35 inh = inhibitors of human CDK5/p35 kinase, primary screen, biochemical, single concentration; Recombinant CDK5/p35, ADP-Glo luminescence, 60 min; inhibition, % at 10 µM; hit rate 0.01% among 330,000;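 active = highest replicate inhibition of at least 50% and at least 75% of replicates reaching 50%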;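 note: plate controls were DMSO neutral control for no effect and GW8510 at 10 µM for full effect; many of its hits are not listed in these tables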
SR-BI HDL uptake = inhibitors of SR-BI mediated HDL lipid uptake, primary screen, ldlA[mSR-BI] cells, fluorescence, single point. ldlA[mSR-BI] CHO cells, DiI-HDL uptake fluorescence, 3 h. hit rate 0.96% among 320,000. Scavenger receptor class B member 1 (Mus musculus), Q61009. inhibition, % at 12.5 µM;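 active = mean replicate inhibition of at least 70% and a set share of replicates each scoring 70 or more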;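 note: 0% = median of neutral control wells and 100% = median of positive control wells; values of inactives mirror those of a sister screen read the other way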
Target sequence (Q61009 whole entry, looked up): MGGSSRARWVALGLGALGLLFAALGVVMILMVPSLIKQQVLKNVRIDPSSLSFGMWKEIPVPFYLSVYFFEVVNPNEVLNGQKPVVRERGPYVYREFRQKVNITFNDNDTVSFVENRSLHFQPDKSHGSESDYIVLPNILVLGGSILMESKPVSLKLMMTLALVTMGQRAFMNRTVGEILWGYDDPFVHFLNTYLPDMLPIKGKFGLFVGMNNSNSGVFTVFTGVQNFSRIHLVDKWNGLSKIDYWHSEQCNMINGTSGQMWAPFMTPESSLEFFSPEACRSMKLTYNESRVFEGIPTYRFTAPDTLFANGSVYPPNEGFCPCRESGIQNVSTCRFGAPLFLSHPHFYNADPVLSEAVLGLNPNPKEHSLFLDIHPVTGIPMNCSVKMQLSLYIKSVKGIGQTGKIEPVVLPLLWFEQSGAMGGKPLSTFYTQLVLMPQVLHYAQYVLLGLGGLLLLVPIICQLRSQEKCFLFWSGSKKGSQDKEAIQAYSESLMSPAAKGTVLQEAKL
HTR5A inv ag = HTR5A inverse agonists in luminescence cell assay, primary screen, counter-screen for OPRM1-OPRD1 heterodimer inverse agonist project, full-deck HTS. 5-hydroxytryptamine receptor 5A (Homo sapiens), P47898. HTR5A cell line, inverse agonism. inhibition, % at 9.3 µM. hit rate 0.083% among 340,000; in the data active = inhibition mostly above about 23%, no sharp cut-off; inactive = mostly below about 18%;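 note: 0% = cells with DMSO and 100% = no-cell wells with DMSO; some compounds called inactive have numbers as strong as hits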
V-ATPase pHluor = regulators of yeast V-ATPase proton pumping, primary screen, pHLuorin cytosolic pH fluorescence; hit rate 0.37% among 350,000; AID 504577, 2011; S. cerevisiae; response, % at 10 µM; in the data active = response mostly above about 7.3%, no sharp cut-off; inactive = mostly below about 5.4%; note: actives read high; inactives centre near 0; some compounds called inactive have numbers as strong as hits; reference of the scale not given here
NSD2 HMT inh = NSD2 histone methyltransferase inhibitors, primary screen, biochemical, AlphaScreen, single concentration, set 2; NSD2 peptide methylation, 120 min; inhibition, % at 12.5 µM; hit rate 0.54% among 310,000; in the data active = inhibition above about 50%
dFosB activator = activators of delta FosB homodimer, primary screen, biochemical, fluorescence polarization, TAMRA-CDK5 oligo, single point | purified delta FosB; percent of positive-control signal above neutral wells | activation, % at 25 µM | hit rate 0.99% among 340,000;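 active = mean activation above about 17%, with every replicate also reaching it, limit read from the data, passing the limit was not always enough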;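 note: fluorescence polarization rise as delta FosB binds a TAMRA Cdk5 AP-1 oligo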
Target sequence (P13346 whole entry, looked up): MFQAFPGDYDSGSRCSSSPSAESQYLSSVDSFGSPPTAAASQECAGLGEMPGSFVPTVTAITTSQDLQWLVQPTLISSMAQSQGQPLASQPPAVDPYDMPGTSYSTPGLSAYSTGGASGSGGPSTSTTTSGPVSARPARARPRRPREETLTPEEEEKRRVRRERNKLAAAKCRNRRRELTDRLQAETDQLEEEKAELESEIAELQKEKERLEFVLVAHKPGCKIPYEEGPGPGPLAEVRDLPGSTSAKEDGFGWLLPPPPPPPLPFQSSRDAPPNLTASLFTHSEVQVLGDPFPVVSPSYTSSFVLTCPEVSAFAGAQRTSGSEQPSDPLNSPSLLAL
Wnt act = Wnt/beta-catenin pathway activators, primary screen, cell-based, plate reader, single point; Wnt/beta-catenin reporter cell assay, activator; activation, % at 9.35 µM; hit rate 1.2% among 300,000; in the data active = activation above about 30%, passing the limit was not always enough;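 note: 0% = neutral control wells and 100% = positive control wells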
HTR5A ag = HTR5A agonists in luminescence cell assay, primary screen, counter-screen for OPRM1-OPRD1 heterodimer agonist project, full-deck HTS. cell-based. AID 504692, 2011. 5-hydroxytryptamine receptor 5A (Homo sapiens), P47898. activation, % at 9.3 µM. hit rate 0.61% among 340,000; in the data active = activation mostly above about 9.5%, no sharp cut-off; inactive = mostly below about 7.6%;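 note: 0% = cells with vehicle only and 100% = reference agonist; strong numbers were not always called active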
An asterisk follows results filed as active; · = not tested or not shown.

SMILES	MITF TRPM1 HTS	PvdQ inh	CDK5 p35 inh	SR-BI HDL uptake	HTR5A inv ag	V-ATPase pHluor	NSD2 HMT inh	dFosB activator	Wnt act	HTR5A ag
Cc1ccc(NC(=O)N(Cc2ccc3c(c2)OCO3)Cc2cc3cc4c(cc3[nH]c2=O)OCCO4)cc1	-2	-2	-0.2	24	-3	-1	-3	3	-3	1
CCN(CC)CCCN(Cc1cc2cc3c(cc2[nH]c1=O)OCO3)C(=S)NCCCOC	7	17	2.6	6	-20	0	75*	-3	0	6
Cc1nnc(SCc2cc(=O)[nH]c(N3CCCCC3)n2)s1	·	-4	0.0	-37	5	3	1	2	-5	-4
CCCc1cc2c(cc1NC(=O)c1ccccc1F)OCO2	11	-13	0.7	-8	5	0	-2	-5	·	0
CCOC(=O)N1CCC(NC2CCCCCCC2)CC1	·	-9	-1.8	-11	-9	-6	3	-2	·	-5
CC(=O)N(C)c1ccc(OCC(O)CN(c2ccccc2C)S(=O)(=O)c2ccc(C)cc2)cc1 (stereo not given)	-13	-22	-3.8	9	-18	2	-2	-9	2	1
Cc1c(-n2c(SC(C)C(=O)NC(N)=O)nc3ccccc3c2=O)c(=O)n(-c2ccccc2)n1C (stereo not given)	3	4	1.5	-28	7	-4	18	6	-3	-3
C=CCN1C(=O)/C(=C\c2cc(Br)c(OCc3ccccn3)c(OC)c2)SC1=S	9	-14	-2.7	8	12	19	-4	-3	-1	-5
COCCCNC(=O)Cn1cc2c(n1)CCCCC2	3	-10	0.4	-3	10	0	·	16	2	-4
Cc1oc2nc(SCC(=O)N3CCCCC3)nc(N)c2c1C	4	-2	0.5	-13	-29	-1	3	-6	1	11
O=C(O)CCc1nc(-c2ccccc2Cl)no1	2	-10	1.1	-10	5	2	0	3	-2	7
O=C(Nc1cnn(Cc2ccc(Cl)cc2)c1)c1ccc([N+](=O)[O-])cc1	11	-4	-4.5	31	5	0	3	-10	·	3

Compounds above that contain four or more nitrogen atoms:
SMILES	MITF TRPM1 HTS	PvdQ inh	CDK5 p35 inh	SR-BI HDL uptake	HTR5A inv ag	V-ATPase pHluor	NSD2 HMT inh	dFosB activator	Wnt act	HTR5A ag
CCN(CC)CCCN(Cc1cc2cc3c(cc2[nH]c1=O)OCO3)C(=S)NCCCOC	7	17	2.6	6	-20	0	75*	-3	0	6
Cc1nnc(SCc2cc(=O)[nH]c(N3CCCCC3)n2)s1	·	-4	0.0	-37	5	3	1	2	-5	-4
Cc1c(-n2c(SC(C)C(=O)NC(N)=O)nc3ccccc3c2=O)c(=O)n(-c2ccccc2)n1C (stereo not given)	3	4	1.5	-28	7	-4	18	6	-3	-3
Cc1oc2nc(SCC(=O)N3CCCCC3)nc(N)c2c1C	4	-2	0.5	-13	-29	-1	3	-6	1	11
O=C(Nc1cnn(Cc2ccc(Cl)cc2)c1)c1ccc([N+](=O)[O-])cc1	11	-4	-4.5	31	5	0	3	-10	·	3

The list goes on:
SMILES	MITF TRPM1 HTS	PvdQ inh	CDK5 p35 inh	SR-BI HDL uptake	HTR5A inv ag	V-ATPase pHluor	NSD2 HMT inh	dFosB activator	Wnt act	HTR5A ag
CC(O)c1cccc(NC(=O)CCC(=O)O)c1 (stereo not given)	-2	-5	0.0	-3	-11	1	7	2	0	4
CCSC(=O)N1c2ccc(OC)cc2C=CC1C#N (stereo not given)	·	-1	-1.9	-2	-28	0	0	-6	-5	7
Brc1ccc(Oc2nnnn2-c2ccccc2)cc1	1	21	0.0	-6	9	2	·	2	5	-3
N#C/C(=N\Nc1ccc(S(=O)(=O)N2CCOCC2)cc1)C(N)=S	-1	9	0.0	·	0	-3	5	1	-1	2
COc1ccccc1N(C)S(=O)(=O)c1ccc(C)c(C(=O)N2CCCCCC2)c1	5	-7	0.0	15	-12	-2	1	-2	-3	5
COC(=O)c1ccc(COC(=O)CNC(=O)CNC(=O)c2ccc(C)cc2)cc1	-1	-12	-1.8	7	14	-4	-2	3	7	3
O=[N+]([O-])c1cc(Cl)ccc1-c1nc(-c2ccncc2)no1	-1	-1	1.2	3	-6	-1	-1	1	7	2
COc1cccc(NC(=O)/C=C/c2ccc(S(=O)(=O)N3CCOCC3)cc2)c1	12	13	-1.2	61	2	5	-1	-15	-1	1
Cc1c(NC(=O)CSCc2ccco2)c(=O)n(-c2ccccc2)n1C	-9	-8	-6.4	-23	12	-1	-1	-2	-5	3
COc1ccc2c(c1)CCN=C2Cc1ccc(OC)c(OC)c1	-7	1	-1.0	0	-16	-1	2	-8	-22	5
CCCCN(CC(=O)NCCOC)C(=O)Cn1nnc2ccccc21	0	6	0.2	-44	-5	-11	0	0	19	2
CC(=O)Nc1ccc(/C(C)=N/NC(=O)c2ccccc2Cl)cc1	14	-13	-9.6	13	20	-4	0	0	10	1
COC(=O)C(C)Sc1snnc1-c1ccccc1 (stereo not given)	-9	-3	-0.7	-15	3	5	-1	4	·	-1
CCCc1c(C)[nH]c2ccccc2c1=O	15	-14	1.2	-14	3	0	3	0	·	10
CS(=O)(=O)c1ccc2nc(NC(=O)CN3CCOCC3)sc2c1	·	2	0.6	14	7	4	-3	4	-1	-2
CCN(CC)C(=O)COC(=O)C1CCN(S(=O)(=O)c2ccc3c(c2)OCCO3)CC1	1	-6	1.1	-9	-6	3	0	3	0	2
CC12CCC(C(=O)NNC(=O)c3ccc(Br)cc3)(OC1=O)C2(C)C (stereo not given)	2	-4	·	-16	1	-3	-2	-2	-2	-2
C#CCn1c(S(=O)(=O)Cc2ccc(F)cc2)nc(-c2ccccc2)c1-c1ccccc1	15	2	0.7	42	2	1	-1	-3	·	-3
COc1ccc(-c2csc(NC3OC(=O)c4ccccc43)n2)cc1 (stereo not given)	·	-17	2.5	11	13	0	1	0	14	1
CCOc1ccc(-c2c(C)n([O-])c3c([n+]2=O)CCCC3)cc1	·	-9	-0.2	-24	20	-6	·	2	0	-5
CC1C(=O)Nc2ccccc2N1C(=O)c1ccc(Cl)cc1 (stereo not given)	0	-7	0.1	5	-10	-2	-3	6	1	3
COc1ccc(/C=N/n2nnnc2N)c(OC)c1	15	-1	0.8	-23	8	0	0	-5	7	-2
CN(C)S(=O)(=O)n1cc(/C=C(\NC(=O)c2ccccc2Cl)C(=O)N2CCCC2)c2ccccc21	-3	-17	-0.9	24	4	5	-2	3	-3	-1
CC(CCN1CCN=C1N(C)C)c1ccccc1 (stereo not given)	-9	1	0.6	-27	6	-3	·	9	0	-2
Cn1c(=NC(=O)c2cnccn2)sc2ccccc21	37	-3	-1.8	0	-23	1	26	-30	41*	-1
CNC(=O)c1c(NC(=O)CCS(=O)(=O)c2ccc(C)cc2)sc(C)c1C	-6	-11	-3.2	-7	-16	-3	-1	-11	-3	6
CCN1CCN(S(=O)(=O)c2ccc(OC)c(Br)c2)CC1	·	0	0.2	-10	24	2	5	-3	-2	3
Cc1cccc(C(=O)NC(=S)NNC(=O)COc2ccc(Cl)cc2)c1	-8	-6	1.7	-2	-6	0	5	9	-19	2
Nc1nonc1-n1nnc(C(=O)N/N=C/c2ccccc2Cl)c1-c1ccc2c(c1)OCO2	5	5	0.4	68	-6	-2	-6	25*	-1	-4
CCOc1ccc(NC(=O)C2C3C=CC4(O3)C2C(=O)N(Cc2cccnc2)C4C(=O)NC2CCCCC2)cc1 (stereo not given)	-8	-15	-0.3	-6	-18	3	·	-6	·	-2
COc1ccc(Nc2nccc(N(C)C)c2C#N)cc1	3	-7	0.6	-7	·	-3	-1	-1	1	·
COc1cccc(N2CC(C(=O)Nc3nnc(SCCC4OCCO4)s3)CC2=O)c1 (stereo not given)	3	-16	0.3	3	5	0	·	-10	-1	1
COc1ccccc1CNc1ncccn1	·	-2	-0.8	-4	-18	-3	-3	5	1	5
CC(C)c1ccccc1NC(=O)Cn1c(-c2ccccc2Cl)nc2ccccc21	0	-1	-4.9	-6	·	2	-2	1	-4	·
CON/C=C(\C=Nc1ccc(Cl)cc1Cl)c1ncc(C(F)(F)F)cc1Cl	·	-9	-0.2	36	2	1	2	0	-3	6
O=C(N/N=C1\CCc2ccccc21)c1ccncc1	60	-4	1.5	-46	11	0	-2	2	20	0
CS(=O)(=O)Nc1ccc(C(=O)NCCSCc2ccco2)cc1	5	-9	-0.7	·	-27	2	1	0	-1	11
CC(C)C(NC(=O)c1ccc(Cl)cc1)C(=O)NCC1CCCO1 (stereo not given)	5	-15	-0.7	·	-16	-1	-2	-8	1	-1
CCOC(=O)C(CCCCCOc1ccc([N+](=O)[O-])cc1)C(=O)OCC	-16	6	-0.7	3	-26	-5	-5	-4	·	-1
CCn1ncc(C2=NOC(C(=O)Nc3ccc(C)cc3)C2)c1C (stereo not given)	-21	-4	0.3	-37	-4	-4	-1	2	-4	2
N#C/C(C(=O)NCc1ccco1)=C1/SC(Cc2ccc(Cl)cc2)C(=O)N1c1ccccc1 (stereo not given)	·	3	-0.5	-24	-12	-6	1	-3	1	2
CCc1ccc(NC(=O)CSc2nnc(Cc3cccn3C)n2-c2ccc(F)cc2)cc1	-2	15	1.5	-5	0	2	·	-12	-1	0
CCOc1ccc(C2C3=C(CCCC3=O)Nc3ccc4ncccc4c32)cc1 (stereo not given)	-1	-8	1.5	·	-1	-3	-6	-20	2	-1
Cc1nnc(Nc2ccccc2)n(N)c1=O	-11	0	-1.2	-31	9	-1	6	-2	-1	-3
COc1ccccc1CCC(=O)N1CCN(C(=O)c2ccccc2)CC1	-1	10	-1.0	-9	7	1	0	-4	-2	-2
CC(C)(C)C1CCC(=O)C(C2(O)C(=O)Nc3ccccc32)C1 (stereo not given)	1	8	-0.2	-25	-9	1	-2	3	·	0
Cc1c(C2OC(=O)C3(CCCCC3)C(=O)C2(C)C)c(=O)n(-c2ccccc2)n1C (stereo not given)	·	-19	-0.6	-21	11	4	·	1	-3	1
Cn1c(=O)oc2cc(S(=O)(=O)N3CCN(c4ccccc4F)CC3)ccc21	-15	-9	-1.8	-14	-10	3	1	3	0	6
CCOC(=O)c1c(NC(=O)C(Sc2ccccc2)c2ccccc2)sc(C(=O)N(C)C)c1C (stereo not given)	-13	-3	-0.1	10	13	-4	1	0	0	1
CCn1c(COc2ccccc2C)nnc1SCC(=O)N1CCCCC1	·	-8	0.4	-12	1	2	-3	-7	·	0
COc1ccccc1OCCn1cc(/C=C(\C#N)C(=O)NCc2ccco2)c2ccccc21	-8	16	-0.3	29	17	-3	-1	0	·	4
O=C(Nc1ccc(S(=O)(=O)N2CCOCC2)cc1)c1ccc(Cl)s1	-1	-11	0.4	10	21	-1	1	-10	5	4
CC1=CC(C)C2C(=O)N(CCC[N+](C)(C)C)C(=O)C2C1 (stereo not given)	·	1	-0.1	-12	-15	-5	-1	5	-2	6
Cc1cccc2cc3c(N)c(C(=O)N4CCOCC4)sc3nc12	17	-4	-1.2	17	-10	2	-1	5	23	-1
NC(=O)C1CC(=O)N(c2ccc(OCc3c(Cl)cccc3Cl)cc2)C1 (stereo not given)	14	-8	-1.5	-322	2	-1	-1	0	-1	-1
